# Screening results as filed in PubChem.
# GLS inh: inhibitors of human glutaminase (GLS). O94925. GLS enzymatic activity, qHTS titration. Potency, µM (titrated, usually from 45.5 µM), inactives show at the top dose activity change, negative = inhibition, hits mostly inhibitors. hit rate 0.21% among 410,000; note: potency is the fitted concentration of half-maximal effect; % is set by controls: 0 for no effect and ±100 for the full control effect
#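 Read-out is an Amplex red fluorescence increase coupled through glutamate oxidase and HRP, measured before and after 30 min room-temperature incubation. hKGA is in 45 mM KH2PO4 (pH 8.2) with 0.02% Tween-20; glutamine added as 1mM solution.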
# HP1b binding inh: inhibitors of HP1-beta chromodomain binding to methylated histone tails; Potency, µM (highest dose often 114 µM), inactives show top-dose activity change, negative = inhibition, hits mostly inhibitors; AlphaScreen HP1-beta / biotin-H3K9me3 peptide binding; hit rate 0.56% among 390,000; note: potency is the fitted concentration of half-maximal effect; nearly all actives have a fitted effect of over 70% in size; inactives centre near 23
#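 AlphaScreen: HP1-beta (50 nM) preformed 30 min with biotin-H3(1-18)K9me3 peptide (50 nM) in PBS pH 7.4, 0.01% Tween-20. Compound added for 30 min at RT, then streptavidin donor/nickel chelate acceptor beads (10 ug/mL) for 30 min.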
# mIDH1 inhibitor: human IDH1 R132H inhibition; hit rate 0.093% among 390,000; IDH1-R132H enzyme, NADPH consumption, diaphorase/resazurin fluorescence; Potency, µM (top dose mostly 76.6 µM), for inactives: at the top dose activity change, negative = inhibition, usual class: inhibitors; note: potency is the fitted concentration of half-maximal effect; % is set by controls: 0 for no effect and ±100 for the full control effect; nearly all actives have a fitted effect of over 65% in size
# Target sequence (O75874 whole entry R132H, stated change not applied): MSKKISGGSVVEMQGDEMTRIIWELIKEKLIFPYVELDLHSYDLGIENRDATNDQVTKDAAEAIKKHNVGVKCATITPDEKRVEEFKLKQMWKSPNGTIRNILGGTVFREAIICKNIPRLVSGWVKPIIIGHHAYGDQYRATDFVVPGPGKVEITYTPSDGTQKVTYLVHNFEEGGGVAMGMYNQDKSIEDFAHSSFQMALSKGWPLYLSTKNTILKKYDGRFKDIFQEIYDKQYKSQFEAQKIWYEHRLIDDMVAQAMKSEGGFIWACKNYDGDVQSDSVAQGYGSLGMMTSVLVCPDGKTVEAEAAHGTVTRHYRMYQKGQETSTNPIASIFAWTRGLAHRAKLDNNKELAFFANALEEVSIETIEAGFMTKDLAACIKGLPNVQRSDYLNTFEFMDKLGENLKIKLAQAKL
#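 IDH1-R132H (0.5 ug/mL) preincubated 30 min with compound, then NADPH (0.016 mM) and alpha-KG (2 mM) added; 80 min at RT, pH 7.5. Remaining NADPH coupled via diaphorase/resazurin to fluorescence (540/590 nm); concentration-response curves normalized to no-enzyme control.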
# PGK inhibitor: T. brucei PGK inhibition; P07378; hit rate 0.043% among 380,000; PGK/GAPDH coupled, Kinase-Glo luminescence, 60 min; Potency, µM (top dose mostly 57.5 µM), for the others: top-dose activity change, negative = inhibition, actives largely listed as inhibitors; note: potency is the fitted concentration of half-maximal effect; % is set by controls: 0 for no effect and ±100 for the full control effect; nearly all actives have a fitted effect of over 60% in size
#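 Recombinant glycosomal PGK reaction used 1,3-bisphosphoglycerate generated in-well by GAPDH (100nM final) in 100mM TEA pH 7.6, 5mM MgCl2, 0.01% Tween-20. After 60 minutes at room temperature, ATP was read by Kinase-Glo Plus luminescence end-point.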
# TrxR1 inh: blocks rat thioredoxin reductase 1 | hit rate 1% among 390,000 | recombinant rTrxR1, NADPH fluorescence consumption, selenite substrate | AID 588453 | Potency, µM (titrated, usually from 114 µM), inactives show at the top dose activity change, negative = inhibition, actives largely listed as inhibitors | O89049; note: potency is the fitted concentration of half-maximal effect; % is set by controls: 0 for no effect and ±100 for the full control effect; nearly all actives have a fitted effect of over 65% in size
#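 Rat TrxR1 (90 nM in the dispensed reagent) was pre-reduced with 400 uM NADPH for 5 min at room temperature, then incubated with compound for 15 min. After 400 uM selenite was added, NADPH fluorescence (Ex 340/Em 450 nm) was followed for 8 min.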
# PI4K2A block: blocks human PI4K2A kinase activity. activity change, negative = inhibition, % at 76.9 µM. Q9BTU6. AID 1346378. purified PI4K2A, ADP-Glo luminescence, 1 h; stronger effect = lower value. hit rate 0.13% among 420,000; in the data active = activity change below about -50%; inconclusive = mostly about -30% to -49%;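 note: -100% = wells without enzyme as full effect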
# Target sequence (Q9BTU6 whole entry, looked up): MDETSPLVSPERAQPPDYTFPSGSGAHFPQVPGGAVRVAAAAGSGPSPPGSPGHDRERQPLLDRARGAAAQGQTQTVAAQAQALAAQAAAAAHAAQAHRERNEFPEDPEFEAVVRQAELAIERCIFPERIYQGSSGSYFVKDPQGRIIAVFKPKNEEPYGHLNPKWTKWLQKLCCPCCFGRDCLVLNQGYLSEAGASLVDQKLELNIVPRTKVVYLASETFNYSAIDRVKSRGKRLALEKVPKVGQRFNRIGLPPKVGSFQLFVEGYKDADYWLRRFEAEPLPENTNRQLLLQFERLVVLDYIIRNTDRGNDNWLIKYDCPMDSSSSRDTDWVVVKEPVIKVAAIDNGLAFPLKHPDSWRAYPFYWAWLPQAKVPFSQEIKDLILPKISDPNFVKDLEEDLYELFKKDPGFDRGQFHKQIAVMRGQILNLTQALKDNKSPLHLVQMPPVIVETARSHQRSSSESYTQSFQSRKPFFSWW
#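 Compounds are screened against recombinant PI4K2A using PI as substrate and ATP, the latter dispensed at 300 microM. Reactions run one hour at ambient temperature before ADP-Glo detection; full inhibition defined by wells lacking enzyme.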
# USP1 inh: blocks the human USP1/UAF1 deubiquitinase complex. recombinant USP1/UAF1, Ub-Rhodamine cleavage fluorescence. Potency, µM (doses to about 57.1 µM), without a hit: at the top dose activity change, negative = inhibition, usual class: inhibitors. hit rate 0.23% among 390,000; note: potency is the fitted concentration of half-maximal effect; % is set by controls: 0 for no effect and ±100 for the full control effect; nearly all actives have a fitted effect of over 60% in size; inactives centre near -12
#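 USP1/UAF1 complex (1 nM) preincubated 15 min at room temperature with compound, then Ub-Rho substrate (150 nM final) added. Kinetic fluorescence at 480/540 nm over 6 reads at 60 s intervals; 50 mM HEPES pH 7.8, 0.5 mM EDTA, 0.1 mg/ml BSA, 1 mM TCEP, 0.01% Tween-20.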
# TrxR1 substrate: substrates of rat thioredoxin reductase 1. O89049. purified TrxR1 substrate turnover, NADPH consumption readout. Potency, µM (top dose mostly 114 µM), without a hit: at the highest dose activity change, negative = substrate turnover. hit rate 0.01% among 390,000; note: potency is the fitted concentration of half-maximal effect; % is set by controls: 0 for no effect and ±100 for the full control effect; nearly all actives have a fitted effect of over 50% in size
#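 Rat TrxR1, dispensed at 90 nM, was prereduced with 400 uM NADPH (final) for 5 min at ~22 deg C, then incubated with compound 15 min before 400 uM selenite. A first-read NADPH fluorescence drop versus no-compound background flagged substrates.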
# Pin1 inhibitor: inhibitors of human Pin1 | Pin1 FP peptide displacement, HiFluor488, 10 min | Potency, µM (doses to about 115 µM), without a hit: top-dose activity, negative = inhibition, actives largely listed as inhibitors | hit rate 0.009% among 390,000; active = well fitted inhibition curve with a large enough effect in the polarisation, with a control signal flat, not every such curve was filed as active; inconclusive = small, poorly fitted or top-dose-only effect, or effect the other way, or a change in a side signal; inactive = no such curve, though single readings can be large or run the other way; the % refers to the polarisation; note: potency is the fitted concentration of half-maximal effect; % is set by controls: 0 for no effect and ±100 for the full control effect
# Target sequence (Q13526 whole entry, looked up): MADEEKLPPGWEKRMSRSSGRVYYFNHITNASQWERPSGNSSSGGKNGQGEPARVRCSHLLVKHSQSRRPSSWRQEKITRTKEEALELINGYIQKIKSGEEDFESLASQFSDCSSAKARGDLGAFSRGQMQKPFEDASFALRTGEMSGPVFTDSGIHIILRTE
# * marks the source's active call; other numbers are inactive results; i = inactive; ? = inconclusive; . = no result given; [ ] = dose if it differs, or a comment. Unless noted, calls come from the whole dose curve; as a rule, active = well fitted curve in the direction sought with a large enough effect; inconclusive = small, poorly fitted or top-dose-only effect, or another doubt; inactive = no such curve, though single readings can be large; an effect the other way counts as inactive or inconclusive. The list is partial; the hit share may differ from the screen's.
compound	TrxR1 substrate	GLS inh	PI4K2A block	PGK inhibitor	TrxR1 inh	mIDH1 inhibitor	USP1 inh	HP1b binding inh	Pin1 inhibitor
CCc1ccc(NCc2cc3cc4c(cc3n(CC(=O)Nc3ccc(C)cc3)c2=O)OCO4)cc1	22%	?	3	-3%	2%	10%	?	32%	?
CC(C)N1CCN(Cc2ccncc2)CC1CCO (centres undefined)	6%	1%	9	4%	10%	2%	-22%	42%	-2%
COC(=O)[C@@H]1C[C@@]2(O)[C@H](O)[C@H](O)[C@H](O)C[C@H]2N1CC(c1ccccc1)c1ccccc1	-5%	19%	-1	1%	-2%	0%[38.3 µM]	-1%	24%	0%
COc1ccc(CNC(=O)c2cccn2-c2nnc(N3CCCC3)s2)c(OC)c1	2%[57.1 µM]	-10%	4	-10%	24%[57.1 µM]	-7%	-21%	1%	-8%
Cc1ccc2oc(=O)c3cc(C(=O)Nc4ccc(C)c(F)c4)sc3c2c1	-1%	4%	2	i	-1%	-6%	-18%	33%	4%
CCOc1ccc(OCCCC(=O)N(CC)CC(=O)Nc2c(F)cccc2F)cc1	-12%	2%	0	4%	-21%	-10%	4%	12%	-1%
Nc1c(-c2cccc([N+](=O)[O-])c2)nc2ccccn12	-5%	19%	-4	-6%	-6%	4%	-1%	-12%	1%
COc1cc(OC)c(C2C(C(=O)N3CCOCC3)=C(C)NC3=C2C(=O)CC(C)(C)C3)cc1OC (centres undefined)	0%	29%	3	1%	14%	3%	-17%	6%	1%
Cc1sc2c(c1C)c(=O)n(-c1ccccc1)c(=O)n2CC(=O)c1ccc(Cl)cc1	-2%	-7%	4	.	20%	.	?	24%	27%
S=c1[nH]cnc2scc(-c3ccc(Br)cc3)c12	6%	3%	3	9%	-12%	-6%	-4%	17%	1%
CCOCCn1c(N(C)Cc2ccccc2)nc2c1c(=O)[nH]c(=O)n2C	-2%	6%	4	5%	-14%	-2%	-3%	29%	-9%
CC1(c2ccccc2)NC(=O)N(CC(=O)Nc2ccc(N3CCOCC3)cc2)C1=O (centres undefined)	0%	44%[activator]	-2	-4%	13%	2%	-1%	8%	2%
COC(=O)c1ccccc1C(=O)N1CCCC(CNC(=O)c2ccc(F)cc2)C1 (centres undefined)	5%	-1%	-1	-6%	10%	0%	-13%	33%	2%
CCOc1ccc(C2C(C(=O)Nc3ccccc3)=C(C)N=c3s/c(=C/c4cccc(OCC(=O)O)c4)c(=O)n32)cc1 (centres undefined)	-10%	-3%	-16	-6%	17%[57.1 µM]	-4%	?	9%	-14%
COc1ccc(C2CCCN2C(=S)Nc2cccc(Cl)c2C)cc1OC (centres undefined)	-2%	-16%	5	-7%	9%	0%	-25%	30%	-9%
COc1cccc(NC(=O)C(=O)NCCCn2ccnc2)c1	-3%[57.1 µM]	5%	2	-2%	5%[57.1 µM]	-9%	4%	1%	-1%
c1ccc(CNc2nc3ccccc3n3cnnc23)cc1	7%	3%	-2	-10%	32%	-6%	-19%	26%	11%
O=S(=O)(Nc1ccccc1Br)c1cccs1	9%	11%	-4	6%	23%	6%	-13%	22%	1%
Cc1ccsc1/C=N/Nc1ccc(C(=O)O)cc1	-16%	0%	-20	.	-12%	-2%	-9%	23%	-6%
CN1CCC(N(C)C(=O)c2ccccc2Nc2ccc(SC(F)F)cc2)CC1	12%	13%	1	1%	19%	2%	-22%	28%	-10%
CCCCn1cnc2c(sc3nc4c(cc32)CSC(C)(C)C4)c1=O	-4%	2%	-4	-6%	2%	10%	-14%	40%[activator]	9%
Cc1cc(OC(=O)c2ccc(S(=O)(=O)N(C)C)cc2)c([N+](=O)[O-])c(=O)[nH]1	-1%	-3%	1	1%	-5%	-8%	-3%	27%	3%
O=C(Cc1ccc(Br)cc1)c1ccc(O)cc1O	-7%	15%	3	-4%	3%	2%	-32%	23%	-3%
CN(CC(=O)NCc1ccncc1)S(=O)(=O)c1cc(Cl)ccc1Cl	-1%[57.1 µM]	-18%	1	i	2%[57.1 µM]	3%	-19%	-9%	-2%
CC1(C)Cc2nc3oc4c(N5CCOCC5)ncnc4c3cc2CO1	-2%	-2%	-1	-4%	4%	-5%	3%	25%	2%
CS(=O)(=O)N(CCc1ccccc1)CC(=O)N1CCN(Cc2ccc3c(c2)OCO3)CC1	3%	9%	0	-6%	12%	1%	-11%	5%	-3%
CCOC(=O)C1CCN(C(=O)Cn2cccc2C(=O)c2ccccc2)CC1	-11%	-4%	2	6%	-13%	-4%	-6%	8%	5%
COc1ccc(C2c3c(ccc4ccccc34)Oc3ncn4nc(CO/N=C/c5ccccc5)nc4c32)cc1 (centres undefined)	7%	19%	-3	10%	30%	5%	0%	8%	0%
Cc1cc(=O)[nH]c(SCCCOc2ccc(F)cc2)n1	-2%	-17%	-8	-2%	18%	-1%	3%	23%	-8%
CC(=O)C1=C(C)OC(N)=C(C#N)C1c1ccncc1 (centres undefined)	9%[57.1 µM]	14%	-1	-4%	3%	1%	4%	45%[activator]	?
C=CCn1c(SCn2nnc3ccccc3c2=O)nnc1-c1ccc(F)cc1	2%	-11%	-2	5%[11.5 µM]	-3%	-3%	-7%	41%[activator]	4%
CCN(CC)c1ccc(NC(=S)Nc2ccc(F)cc2)cc1	-7%	12%	-14	-2%	16%[57.1 µM]	8%	-10%	25µM*	9%
CC(C)(C)OC(=O)N[C@@H](/C=C/c1ccccc1)C(=O)OC(C)(C)C	3%[57.1 µM]	2%	5	2%	20%[57.1 µM]	6%	-16%	60%[activator]	5%
COc1ccccc1CNC(=O)COC(=O)C1CCN(S(=O)(=O)c2c(Cl)cccc2Cl)CC1	0%	0%	1	-4%	20%	0%	-20%	49%[activator]	25%
Cc1ccc(NC(=O)c2c(O)c3ccccc3n(C)c2=O)nc1	27%	3%	0	-6%	21%	-9%	-16%	18%	-2%
Cc1ccc2cccc(OCC(=O)Nc3cccc(S(=O)(=O)N4CCCC4)c3)c2n1	0%	8%	3	-3%	8%	0%	-5%	5%	10%

# Some of the entries above in another layout.
COc1ccc(C2c3c(ccc4ccccc34)Oc3ncn4nc(CO/N=C/c5ccccc5)nc4c32)cc1 (centres undefined)
  TrxR1 substrate = 7%
  GLS inh = 19%
  PI4K2A block = -3
  PGK inhibitor = 10%
  TrxR1 inh = 30%
  mIDH1 inhibitor = 5%
  USP1 inh = 0%
  HP1b binding inh = 8%
  Pin1 inhibitor = 0%

Cc1cc(=O)[nH]c(SCCCOc2ccc(F)cc2)n1
  TrxR1 substrate = -2%
  GLS inh = -17%
  PI4K2A block = -8
  PGK inhibitor = -2%
  TrxR1 inh = 18%
  mIDH1 inhibitor = -1%
  USP1 inh = 3%
  HP1b binding inh = 23%
  Pin1 inhibitor = -8%

CC(=O)C1=C(C)OC(N)=C(C#N)C1c1ccncc1 (centres undefined)
  TrxR1 substrate = 9%[57.1 µM]
  GLS inh = 14%
  PI4K2A block = -1
  PGK inhibitor = -4%
  TrxR1 inh = 3%
  mIDH1 inhibitor = 1%
  USP1 inh = 4%
  HP1b binding inh = 45%[activator]
  Pin1 inhibitor = ?

# Additional entries.
compound	TrxR1 substrate	GLS inh	PI4K2A block	PGK inhibitor	TrxR1 inh	mIDH1 inhibitor	USP1 inh	HP1b binding inh	Pin1 inhibitor
CNc1nnc(CSc2nc3ccccc3s2)s1	-1%	8%	-4	3%	-8%	2%	-9%	21%	-2%
N#Cc1c(C(F)(F)F)cc(-c2cccs2)nc1SCC(=O)Nc1ccc(Cl)cc1	28%	2%	3	i	-24%	-18%	?	30%	?
O=C(CSc1ccc(Cl)cc1)OCc1nnc(-c2ccccc2)o1	-8%	1%	8	-1%	-5%	3%	-15%	161%	4%
COc1ccccc1CNC(=O)Cn1cccc1C(=O)c1ccccc1	-1%	-14%	-3	4%	17%	-6%	-22%	64%[activator]	8%
COCCN(C)C(=O)CC1C(=O)NCCN1CC(c1ccccc1)c1ccccc1 (centres undefined)	3%	-2%	1	7%	-7%	-1%	-28%	39%[activator]	-1%
S=C(Nc1ccccc1Cl)N1CCCCCC1	-5%[57.1 µM]	0%	0	-3%	13%[57.1 µM]	9%	-8%	30%	2%
COc1ccc(C(=O)N2CCC(c3ccccc3)CC2)c(OC)c1OC	-2%[57.1 µM]	4%	2	4%	5%[57.1 µM]	5%	-22%	33%	-2%
Cc1ccc(C)c(N(C(=O)CNC(=O)c2ccco2)C(C(=O)NC2CCCC2)c2ccncc2)c1 (centres undefined)	9%[57.1 µM]	-4%	2	3%	14%[57.1 µM]	-2%	-3%	18%	-3%
COC(=O)c1ccc(Oc2ccc3nnc(C)n3n2)cc1	6%	-1%	5	-7%	0%	5%	3%	5%	-3%
CCOc1ccc(NC(=O)c2ccc(S(=O)(=O)N3CCOCC3)cc2)cc1	-11%	14%	2	-5%	5%	-9%	2%	2%	-2%
Cc1cccc(NC(=O)CCNC(=O)c2ccco2)c1C	5%	-2%	7	4%	9%	-5%	-3%	42%[activator]	-1%
O=C(c1ccc(NC(=S)Nc2ccc(Cl)c(Cl)c2)cc1)N1CCCC1	8%[57.1 µM]	-23%	11	-4%	?	8%	-21%	21%	10%
Cc1cc(C)cc(OCCCn2c(-c3ccc(Cl)cc3)nc3ccccc3c2=O)c1	7%	-9%	3	0%	31%	0%	?	21%	-9%
